# RXFP1 ag – qHTS Assay for Agonists of the Relaxin Receptor RXFP1 | Relaxin receptor 1 (Homo sapiens), Q9HBX9 | HEK293T-RXFP1 cAMP TR-FRET, 30 min; response scale: percent of porcine relaxin response, buffer zero | Potency, µM (highest dose often 57.5 µM), inactives show at the highest dose activation, usual class: activators | hit rate 0.3% among 370,000 | AID 2676, 2010; note: potency is the fitted concentration of half-maximal effect; % is set by controls: 0 for no effect and ±100 for the full control effect; nearly all actives have a fitted effect of over 60% in size; many of its hits are not listed in these tables
#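 HEK293T cells stably expressing RXFP1 were pretreated with the PDE4 inhibitor Ro 20174, exposed to compounds for 30 min at 37C, lysed, and cAMP was read by TR-FRET. Data normalized to buffer (basal) and 29 nM porcine relaxin (100%).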
# TRHR ag – qHTS for Small Molecule Agonists and Allosteric Enhancers of Human TRH Receptor: Primary Screen for Agonists. Thyrotropin-releasing hormone receptor (Homo sapiens), P34981. TRHR cells, calcium flux fluo-8, FDSS agonist mode. activation, % at 2 µM. hit rate 0.18% among 360,000. AID 493084, 2011; in the data active = activation above about 30%; note: 0% is about no effect
# Target sequence (P34981 whole entry, looked up): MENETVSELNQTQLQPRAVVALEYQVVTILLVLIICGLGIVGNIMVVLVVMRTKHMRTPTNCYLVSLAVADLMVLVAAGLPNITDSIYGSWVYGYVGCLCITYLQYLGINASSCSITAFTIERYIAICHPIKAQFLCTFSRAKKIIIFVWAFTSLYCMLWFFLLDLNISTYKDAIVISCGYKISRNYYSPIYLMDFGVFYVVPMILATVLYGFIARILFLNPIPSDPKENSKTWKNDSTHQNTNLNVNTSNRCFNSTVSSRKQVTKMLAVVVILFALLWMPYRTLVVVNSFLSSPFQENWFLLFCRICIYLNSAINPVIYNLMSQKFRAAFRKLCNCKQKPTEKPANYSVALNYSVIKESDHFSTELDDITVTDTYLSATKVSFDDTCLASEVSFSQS
#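 In this calcium-flux screen, cells bearing human TRHR are dye-loaded with fluo-8, baselined for 10 cycles, then exposed to library compounds; positive kinetic calcium responses during the agonist phase mark hits, with TRH as control.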
# RXFP1 antagonist – qHTS Assay for Antagonists of the Relaxin Receptor RXFP1. HEK293-RXFP1, relaxin-stimulated cAMP HTRF, 30 min; stronger effect = lower value. activity change, negative = inhibition, % at 57.5 µM. hit rate 0.59% among 350,000;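 active = activity change of -60% or lower, but not beyond a set lower limit; inconclusive = change between -60% and -40%, or beyond the set limit; inactive = change above -40%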; note: % is set by controls: 0 for no effect and ±100 for the full control effect
# D1 PAM – Potentiators of Human D1 Dopamine Receptor: qHTS; D(1A) dopamine receptor (Homo sapiens), P21728; HEK293 TREx D1 cells, calcium flux, dopamine EC20 potentiation; potentiation, % at 10 µM; hit rate 0.036% among 360,000; AID 504651, 2011; in the data active = potentiation above about 30%; note: 0% is about no effect
# Target sequence (P21728 whole entry, looked up): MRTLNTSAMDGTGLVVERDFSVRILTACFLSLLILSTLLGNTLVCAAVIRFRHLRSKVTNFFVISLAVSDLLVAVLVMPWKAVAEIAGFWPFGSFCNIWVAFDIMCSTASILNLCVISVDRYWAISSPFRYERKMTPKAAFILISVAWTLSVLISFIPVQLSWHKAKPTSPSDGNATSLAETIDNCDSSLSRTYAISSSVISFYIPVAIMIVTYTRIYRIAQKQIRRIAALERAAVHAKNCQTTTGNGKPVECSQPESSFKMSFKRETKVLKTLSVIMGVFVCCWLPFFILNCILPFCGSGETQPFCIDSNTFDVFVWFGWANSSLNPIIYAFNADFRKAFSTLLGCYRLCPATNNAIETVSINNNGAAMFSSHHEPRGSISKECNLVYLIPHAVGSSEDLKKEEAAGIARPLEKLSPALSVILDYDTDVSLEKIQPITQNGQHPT
# TRHR PAM – qHTS for Small Molecule Agonists and Allosteric Enhancers of Human TRH Receptor: Primary Screen for Enhancers; Thyrotropin-releasing hormone receptor (Homo sapiens), P34981; AID 493056, 2011; enhancement, % at 2 µM; hit rate 0.66% among 360,000; TRHR cells, fluo-8 calcium fluorescence, EC20 TRH enhancement; in the data active = enhancement above about 30%; note: 0% is about no effect
#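 Enhancer read-out: after compound pinning and an initial kinetic agonist-mode read, an EC20 of TRH (10 nM final) was injected and fluo-8 calcium signal (Ex 480/Em 530) followed at 1 s/cycle for 100 cycles in TRHR-expressing cells.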
# Apoferritin bind – qHTS Assay for Identification of Novel General Anesthetics | apoferritin/1-aminoanthracene competitive binding, fluorescence | hit rate 0.074% among 350,000 | Ferritin light chain (Equus caballus), P02791 | Potency, µM (doses to about 77.5 µM), for the others: at the top dose activity change, negative = displacement, most hits filed as inhibitors | AID 485281, 2010; note: potency is the fitted concentration of half-maximal effect; % is set by controls: 0 for no effect and ±100 for the full control effect; nearly all actives have a fitted effect of over 20% in size
# Target sequence (P02791 2-175 limits assumed): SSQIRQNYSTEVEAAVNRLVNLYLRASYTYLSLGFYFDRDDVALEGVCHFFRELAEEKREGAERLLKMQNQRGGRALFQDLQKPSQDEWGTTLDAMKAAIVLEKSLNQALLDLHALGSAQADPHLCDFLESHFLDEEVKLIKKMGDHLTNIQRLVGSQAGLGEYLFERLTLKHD
#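 Steps: apoferritin (10 uM) was premixed with half-saturated 1-AMA in PBS, compounds were pin-transferred, plates stood 10 min at room temperature, fluorescence was read at 380/535 nm, and curves were fitted with a Hill equation.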
# D2 potentiator – HTS Assay for Positive Allosteric Modulators of the Human D2 Dopamine Receptor: Primary Screen for Potentiators | D(2) dopamine receptor (Homo sapiens), P14416 | potentiation, % at 10 µM | hit rate 0.34% among 340,000 | HEK293 T-REx D2, calcium flux, EC20 dopamine potentiation;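 active = potentiation over 3 SD above the plate norm, cut at about 30% in these data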; note: 0% is about no effect
#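 Potentiation of an EC20 dopamine calcium response is measured in a force-coupled, tetracycline-inducible Hek293 Trex D2 line. Compound-only kinetic reads over 180 s flag agonists before dopamine addition.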
# D1 ag – Allosteric Agonists of the Human D1 Dopamine Receptor: qHTS | D(1A) dopamine receptor (Homo sapiens), P21728 | HEK293 T-REx D1 cells, calcium flux, agonist mode | activation, % at 2 µM | hit rate 1% among 360,000; in the data active = activation above about 30%; note: 0% is about no effect
#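 Inducible HEK293 T-REx D1 cells, force-coupled to calcium signalling, were plated at 4000 cells/well with tetracycline and held overnight at 30 C. After no-wash calcium dye loading, compound-evoked calcium rise over 180 s flagged agonists.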
# D1 antagonist – Antagonist of Human D 1 Dopamine Receptor: qHTS. hit rate 3.2% among 360,000. HEK293 TREx D1 cells, calcium flux, dopamine EC80; stronger effect = lower value. activity change, negative = inhibition, % at 10 µM; in the data active = activity change below about -30%; note: % is set by controls: 0 for no effect and ±100 for the full control effect
#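 Using tetracycline-induced force-coupled D1 Hek293 cells and a calcium dye, signals were followed for 180 s after compound, then for 180 s after EC80 dopamine, to detect inhibitors.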
# * marks the source's active call; other numbers are inactive results; ? = inconclusive; / = not tested or not shown; & = joins results of further samples; [ ] = dose if it differs, or a comment. Unless noted, calls come from the whole dose curve; as a rule, active = well fitted curve in the direction sought with a large enough effect; inconclusive = small, poorly fitted or top-dose-only effect, or another doubt; inactive = no such curve, though single readings can be large; an effect the other way counts as inactive or inconclusive. This is a subset; the hit share may differ from the screen's.
# Value order – RXFP1 antagonist, D2 potentiator, D1 ag, D1 antagonist, TRHR PAM, RXFP1 ag, TRHR ag, Apoferritin bind, D1 PAM
O=C(Nc1cccc(Br)c1)c1ccccc1-c1ccccc1
 : -2, 2, 4, -16, 4, -0.8%, -0.9, -5%, -9
COc1ccc(NC(=O)c2c(NCc3cccs3)sc3c2CCCC3)c(OC)c1
 : -24, 2, 12, -5, -2, 0.3%, 1.9, ?, 1
COc1ccccc1OCCn1c(=O)n(C)c2ccccc21
 : -8, -4, 2, -20, -3, -0.7%, -0.6, -10%, -4
CCN1CCN(C(c2cccs2)C(C)NS(=O)(=O)c2ccccc2)CC1 (centres undefined)
 : -10, -6, 1, 1, 6, 0.0%, 0.4, -5%, 1
CCc1ccc(S(=O)(=O)c2cn(C)c3cc(N4CCC(C)CC4)c(F)cc3c2=O)cc1
 : -16, -5, 4, 5, 18, 29%, 0.2, -8%, -4
CNCCCOc1ccc2c(c1)CCC2
 : 16, -8, 0, -5, -7, -0.7%, 1.3, -9%, 0
CC(=O)Nc1ccc(S(=O)(=O)NC2(C(F)(F)F)NC(=O)N(c3ccc(C)cc3)C2=O)cc1 (centres undefined)
 : -30&2, -6, 0&-1, 0&0, 2&6, -2.7%&0.6%, 0.6&-1.2, -2%&5%, 1&0
Cc1ccc(NC(=O)N/C=C/c2ccccc2)cc1
 : -1, -9, 2, 8, 1, -0.1%, 0.2, -14%, -3
CCOC(=O)c1c(NCC2CCCO2)c2ccccc2[nH]c1=O (centres undefined)
 : -6, -8, 1, -2, -3, -1.1%, -0.1, 4%, -16
Cc1csc2nc(-c3cccc(NC(=O)C(C)C)c3)cn12
 : -7, -11, -1, -12, 3, 24%, -0.8, 34%[activator], -1
CCCCC1=CC2=C(c3ccco3)C(=O)C(C)(OC(=O)c3ccc(OC)cc3)C(=O)C2=CN1Cc1ccccc1 (centres undefined)
 : /, -7, 7, 16, -1, 8.6%, 2.7, -8%, -2
O=C(/C=C/c1ccco1)Nc1ccc(C(=O)N2CCOCC2)cc1
 : -12, 6, 1, 6, -1, 2.3%, -0.6, -10%, -6
CCCCOc1ccc(NC(=O)C(=O)NCCCn2ccnc2)cc1
 : -9, /, 2, 2, 8, 3.1%, -1.0, ?, -6
COc1ccc(SCCN2CCN(C)CCC2=O)cc1
 : /, 2, 1, -7, 0, 0.0%, 0.9, 3%&-3%, -4
Cc1cc(C(=O)OCC(=O)NCc2ccco2)c(C)o1
 : -5, 3, 3, -16, 7, -2.7%, -0.8, -1%, -4
CN(C(=O)COC(=O)C1CCN(S(=O)(=O)c2cccs2)CC1)c1ccccc1
 : 3, -9, 3, -11, 29, 2.4%, 0.0, -11%, 2
Cc1cc(C)n(C(=O)Cn2nc([N+](=O)[O-])cc2C)n1
 : -15, 2, 2, 6, 1, -2.1%, 0.0, -21%, -3
CN(Cc1cccs1)S(=O)(=O)c1ccc(Cl)cc1F
 : -1, 6, 2, -11, 2, -1.0%, -0.4, /, -2
CC(CN(C)Cc1ccccc1)OC(=O)c1cccc(F)c1 (centres undefined)
 : -17, -18, 3, -4, 3, -0.3%, 0.1, -9%, -1
COc1ccc(-c2ccc(C#N)c(SCC(=O)NC3CC3)n2)cc1OC
 : 2, /, 2, 2, -1, 10%, 0.3, 8%, 3

# Single records, from the list above:
# CN(Cc1cccs1)S(=O)(=O)c1ccc(Cl)cc1F across the screens: RXFP1 antagonist: -1; D2 potentiator: 6; D1 ag: 2; D1 antagonist: -11; TRHR PAM: 2; RXFP1 ag: -1.0%; TRHR ag: -0.4; Apoferritin bind: /; D1 PAM: -2
# Cc1cc(C(=O)OCC(=O)NCc2ccco2)c(C)o1 across the screens: RXFP1 antagonist: -5; D2 potentiator: 3; D1 ag: 3; D1 antagonist: -16; TRHR PAM: 7; RXFP1 ag: -2.7%; TRHR ag: -0.8; Apoferritin bind: -1%; D1 PAM: -4
# COc1ccc(-c2ccc(C#N)c(SCC(=O)NC3CC3)n2)cc1OC across the screens: RXFP1 antagonist: 2; D2 potentiator: /; D1 ag: 2; D1 antagonist: 2; TRHR PAM: -1; RXFP1 ag: 10%; TRHR ag: 0.3; Apoferritin bind: 8%; D1 PAM: 3

# Two records drawn at random from those above, as already listed:
# Value order – RXFP1 antagonist, D2 potentiator, D1 ag, D1 antagonist, TRHR PAM, RXFP1 ag, TRHR ag, Apoferritin bind, D1 PAM
O=C(/C=C/c1ccco1)Nc1ccc(C(=O)N2CCOCC2)cc1
 : -12, 6, 1, 6, -1, 2.3%, -0.6, -10%, -6
COc1ccc(-c2ccc(C#N)c(SCC(=O)NC3CC3)n2)cc1OC
 : 2, /, 2, 2, -1, 10%, 0.3, 8%, 3

# Next section
# Value order – RXFP1 antagonist, D2 potentiator, D1 ag, D1 antagonist, TRHR PAM, RXFP1 ag, TRHR ag, Apoferritin bind, D1 PAM
C=CCN=c1scc(-c2ccc3c(c2)NC(=O)CO3)n1/N=C(\C)c1ccccn1
 : -9, /, 2, -18, -7, 3.0%, -0.4, -16%, -4
CC(=O)Oc1cccc(/C=C2\C=C(c3ccc(C)cc3)OC2=O)c1
 : -11, -7, 7, 2, -7, 5.0%, 0.3, -22%, -6
O=c1ncn(-c2ccc(F)cc2)c2ncccc12
 : -4, 12, 1, /, -3, 4.1%, 0.0, -7%, -3
Cn1ncc(N=Cc2ccccc2)c1C(=O)Nc1cccc(Cl)c1
 : 4, 4, 1, 4, 4, -2.1%, -0.4, 3%, 3
CCNS(=O)(=O)c1ccc(NC(=O)c2cccnc2)cc1
 : 18, -6, 1, -6, -2, 2.1%, 0.0, -6%, -14
CCCC(=O)C1=C(O)C(C(=O)OC)C(C)(C)CC1=Nc1ccccc1 (centres undefined)
 : -1, 9, 1, -46*, -4, 0.8%, -0.5, -13%, -3
COc1ccc(-c2ccnc(SCC(=O)c3ccc(Cl)cc3)n2)cc1
 : -5, -2, 3, 8, -3, 0.3%, 5.1, ?, -7
O=C(O)c1ccc2c(=O)n3c(nc2c1)/C(=C/c1ccccc1OC(F)F)CC3
 : 0, -4, 7, -2, 10, 4.7%, 0.1, -1%, 3
CC1CN(CCC(=O)Nc2ccccc2F)CC(C)O1 (centres undefined)
 : -6, 1, 3, 10, -4, 1.9%, 0.2, 0%, 3
COc1ccc(-c2cc(C(=O)Nc3cccnc3Cl)no2)cc1OC
 : -27&2, 29&3, 2&-1, -2&-4, -2&-4, 7.4%&5.5%, 0.8&0.1, 2%&-6%, -3&0
CN(C)CCCOC(=O)COc1ccc(Br)cc1
 : 6, 3, 4, -3, -6, -1.5%, 0.2, -2%, 4
Cc1sc2nc(CC(N)=O)[nH]c(=O)c2c1-c1ccccc1
 : -5, 10, 3, -13, -1, 0.8%, 0.3, -9%, -10
O=C(Nc1ccc2c(c1)OCO2)C1CCCCN1S(=O)(=O)c1ccccc1 (centres undefined)
 : -12, -6, 6, 4, 3, 1.9%, 0.0, -21%, -1
Cc1ccc2nsnc2c1NC(=O)c1cccnc1Cl
 : 7, -2, 0, -5, 2, 0.6%, -0.4, -2%, -5
O=C(CSc1ccc(-c2cccc([N+](=O)[O-])c2)nn1)NCc1ccccc1
 : 7, -9, 6, -1, 5, 1.7%, -0.5, -14%, -2
CS(=O)(=O)N(CC(=O)Nc1ccc(S(=O)(=O)N2CCCC2)cc1)c1cccc(F)c1
 : -1, -7, 0, -1, -1, 0.3%, 1.2, 6%, -7
O=C(NCCC1CCCCN1S(=O)(=O)c1cccs1)C(=O)Nc1ccccc1 (centres undefined)
 : -5, -1, 6, -3, -4, 0.1%, 0.5, /, -4
O=C(Nc1ccc(Cl)cc1)Nc1ccccc1C(=O)NCc1ccco1
 : 10, 29, 3, 8, 3, -0.4%, 0.1, 2%, 1
CCN(CC)c1ccc(NC(=O)c2cccc(C)c2OC)c(C)c1
 : -6, /, 2, 4, 4, 2.9%, -0.3, -16%, -1
Cc1ccc(CN=c2c([N+](=O)[O-])nn(-c3cccc(C)c3)n2O)cc1
 : -1, 2, -1, -47*, 4, -1.3%, -0.3, ?, -2
CCOC(=O)N1CCN(C(=O)c2ccc(Cn3c(=S)[nH]c4cc5c(cc4c3=O)OCO5)cc2)CC1
 : -92*, 5, 1, -2, 1, -0.8%, 0.0, 2%, -2
N#C/C(=C\c1c(N2CCOCC2)nc2ccccn2c1=O)S(=O)(=O)c1ccccc1
 : 0, 6, 5, -24, 2, -2.4%, 0.7, ?, 0
COCC(=O)N1CCC(Oc2ccc(C(=O)NCc3cnc(C)cn3)cc2)CC1
 : -11, 12, 4, 3, -1, -0.2%, 0.2, 1%, -1
COCc1c(C(=O)OCC(=O)NCCc2ccc(S(N)(=O)=O)cc2)oc2ccccc12
 : 0, 8, 2, 13, 23, 1.1%, 0.3, /, 0
O=C(Nc1cccc(C(=O)O)c1)/C(=C\c1ccc2c(c1)OCO2)NC(=O)c1ccco1
 : 0, 7, 0, -7, 33*, 0.2%, 0.7, -4%, -3
CN(CCC#N)C(=O)COC(=O)c1ccc2c(=O)n3c(nc2c1)CCC3
 : 0, 12, 4, 5, -9, 6.1%, 0.0, -1%, 1
CCn1c(=O)c2cc(C(=O)N(C)c3cc(C)ccc3OC)sc2c2ccccc21
 : 1, 15, 4, 27, -3, 0.1%, 0.1, 0%, -3
C=CCNC(=O)NC(=O)COC(=O)/C(C#N)=C/c1cc(C)n(CCC(C)C)c1C
 : -7, -3, 3, 10, 18, 5.0%, 8.7, 5%, 1
N#Cc1c(-c2ccccc2)nc(SCc2ccc(Cl)cc2)[nH]c1=O
 : -38, 13, 0, -4, 1, 4.3%, -0.7, -8%, 1

# Compound activity: PubChem, National Center for Advancing Translational Sciences (NCATS)
